Runt-CBFb FRET – inhibitors of human RUNX1 Runt domain binding to CBFb; inhibition, % at 20 µM; Cerulean-Runt/Venus-CBFb FRET ratio 530/480, 1 h; Q01196+Q13951; AID 1496; 220,000 tested, 0.46% active;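 active means inhibition over about 50% at 20 µM in the single-dose screen, limit read from the data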;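 further: 0% = DMSO wells and 100% = excess unlabeled CBFb competitor control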
Target sequence (Q01196 whole entry, looked up, the tested form may be a part): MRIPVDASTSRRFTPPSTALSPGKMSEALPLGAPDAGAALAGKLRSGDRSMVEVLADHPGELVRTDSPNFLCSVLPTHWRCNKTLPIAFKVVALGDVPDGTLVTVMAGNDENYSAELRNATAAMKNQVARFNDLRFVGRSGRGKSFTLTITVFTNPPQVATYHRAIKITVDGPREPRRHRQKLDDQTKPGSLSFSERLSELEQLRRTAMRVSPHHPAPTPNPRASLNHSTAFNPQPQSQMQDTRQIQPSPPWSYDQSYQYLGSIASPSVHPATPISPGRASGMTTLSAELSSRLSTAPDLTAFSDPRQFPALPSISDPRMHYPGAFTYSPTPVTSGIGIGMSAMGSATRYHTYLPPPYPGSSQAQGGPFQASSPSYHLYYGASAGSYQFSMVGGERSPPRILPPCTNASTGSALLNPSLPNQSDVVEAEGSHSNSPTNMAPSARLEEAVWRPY
Target sequence (Q13951 whole entry, looked up, the tested form may be a part): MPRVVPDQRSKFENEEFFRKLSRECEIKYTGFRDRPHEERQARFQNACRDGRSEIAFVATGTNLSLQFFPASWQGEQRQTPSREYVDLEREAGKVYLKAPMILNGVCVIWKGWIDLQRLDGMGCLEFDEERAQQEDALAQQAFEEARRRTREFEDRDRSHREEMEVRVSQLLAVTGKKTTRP
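System: Cerulean-labeled Runt domain protein | Quantity: 100 nM of each labeled protein | Schedule: 1 h compound exposure, room temperature | Detection: Fluorescence energy transfer, 422 nm excitation, 530/480 nm emission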
NPY-Y1 antag – blocks the human neuropeptide Y Y1 receptor. inhibition, % at 3.6 µM. 200,000 tested, 1% active. HEK293-CNG Y1 cells, membrane potential fluorescence; NPY at EC95, then isoproterenol. AID 1040. P25929;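 active means inhibition above the campaign mean inhibition of all tested compounds plus 3 SD, cut at about 20% in these data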;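 further: 0% = DMSO wells given NPY plus isoproterenol and 100% = isoproterenol alone without NPY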
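Test system – HEK293 Y1/CNG channel cell line · Also added – NPY agonist 25 nM, then isoproterenol 1 µM plus Ro 20-1724 25 µM · Compound dosing – one concentration, 3.6 µM, in 0.4% DMSO · Schedule – compound incubation 1 h at room temperature, readout 45 min post-stimulation · Technique – fluorescence, membrane potential probe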
BaF3 tox – parental Ba/F3 viability inhibition as JAK2V617F counter-screen. 220,000 tested, 1.1% active. inhibition, % at 5.6 µM. CellTiter-Glo ATP luminescence. AID 1486;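 active means inhibition above a per-campaign cutoff, the mean inhibition of all tested compounds plus 3 SD, cut at about 27% in these data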;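 further: 0% = DMSO wells and 100% = JAK Inhibitor I control wells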
Ba/F3 V617F tox – loss of viability in JAK2V617F-driven Ba/F3 cells. 220,000 tested, 1.1% active. inhibition, % at 5.6 µM. Ba/F3 EpoR-JAK2V617F viability, ATP luminescence. AID 1446;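 active means inhibition above the campaign mean plus 3 SD over all tested compounds, cut at about 24% in these data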;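 further: cytokine-independent growth of Ba/F3 cells driven by EpoR plus mutant JAK2; 0% = DMSO-treated cells and 100% = JAK inhibitor I control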
S1P4 agonist – agonists of human S1P4 receptor | O95977 | 220,000 tested, 0.35% active | activation, % at 4.98 µM | S1P4-expressing cell line, agonist reporter assay; in the data active means activation above about 11%;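 further: 0% = DMSO vehicle and 100% = reference agonist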
NPY1 pot ag – potentiators or agonists of human neuropeptide Y receptor Y1; P25929; NPY-Y1 expressing cells, potentiator/agonist activation; activation, % at 3.6 µM; 220,000 tested, 0.37% active; AID 1304; in the data active means activation above about 33%, passing the limit was not always enough;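 further: cells stimulated with NPY at EC10 then isoproterenol at EC100; 0% = low agonist plus stimulus and 100% = saturating agonist plus stimulus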
RBBP9 inh – blocks human serine hydrolase RBBP9; 220,000 tested, 0.2% active; inhibition, % at 7.94 µM; recombinant RBBP9, FP-Rh probe fluorescence polarization; O75884; AID 1515;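 active means inhibition above the campaign mean of all tested compounds plus 3 SD, cut at about 14% in these data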;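 further: plate controls were DMSO wells with RBBP9 for no effect and wells lacking RBBP9 protein for full effect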
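Test system – recombinant human RBBP9 · Input – RBBP9 2.5 µM in dispensing solution, pre-mixing · Medium – Tris buffer pH 8.0, NaCl, Pluronic · Schedule – preincubation 30 min plus labeling 45 min at 25 °C · Measured by – fluorescence polarization · Measure – % inhibition · Controls – DMSO and no-protein wells · Replicates – one well per compound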
NPY2 pot ag – human NPY-Y2 potentiation or agonism, primary screen; P49146; 220,000 tested, 0.45% active; cells expressing NPY-Y2, potentiator/agonist read-out; activation, % at 3.6 µM; in the data active means activation above about 27%;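 further: cells stimulated with NPY near EC25 plus isoproterenol at EC100; 0% = vehicle plus submaximal agonist and 100% = vehicle plus saturating agonist; some results beyond the cut were filed as inactive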
Target sequence (P49146 whole entry, looked up): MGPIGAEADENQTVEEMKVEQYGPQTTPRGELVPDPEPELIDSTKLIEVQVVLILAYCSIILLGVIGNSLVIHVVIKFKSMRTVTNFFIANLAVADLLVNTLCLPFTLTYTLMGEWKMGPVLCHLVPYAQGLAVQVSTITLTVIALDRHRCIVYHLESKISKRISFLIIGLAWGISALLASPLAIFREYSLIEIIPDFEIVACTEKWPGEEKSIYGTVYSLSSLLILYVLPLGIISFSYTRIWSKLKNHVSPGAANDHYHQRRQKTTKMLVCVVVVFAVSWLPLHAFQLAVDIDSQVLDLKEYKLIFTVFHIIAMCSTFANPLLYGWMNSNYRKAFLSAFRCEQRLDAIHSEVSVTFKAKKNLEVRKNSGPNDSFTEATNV
S1P4 antag – blocks the human S1P4 receptor; O95977; S1P4-expressing cells, antagonist mode, reporter read-out; inhibition, % at 4.98 µM; 220,000 tested, 0.26% active; AID 1510; in the data active means inhibition above about 29%;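 further: 0% = wells stimulated with agonist and 100% = vehicle wells without agonist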
Numbers without * were called inactive; . = no result given.

SMILES	Runt-CBFb FRET	NPY-Y1 antag	BaF3 tox	Ba/F3 V617F tox	S1P4 agonist	NPY1 pot ag	RBBP9 inh	NPY2 pot ag	S1P4 antag
O=C(Cc1cccs1)Nc1nc2c(s1)CCCC2	3	-1	6	1	1.4	-18	-7	6	-10
O=C(CSCc1ccccc1Br)N/N=C/c1ccccc1C(=O)O	-1	7	-3	-5	0.1	14	-5	3	-9
Cc1ccc(S(=O)(=O)/N=C(/Nc2nc(C)cc(C)n2)N2CCOCC2)cc1	1	25*	4	-1	0.0	0	14	-6	-20
CCOC(=O)C(C)(C)N(Cc1ccc(Cl)cc1)S(=O)(=O)c1ccc(Cl)c([N+](=O)[O-])c1	-2	-12	1	13	-0.7	65*	6	66*	2
CC(=O)c1cccc(NC(=O)c2nc(-c3ccccc3)oc2C)c1	-4	17	9	2	-1.1	-5	5	-1	2
Cc1oc(-c2ccccc2)cc1C(=O)NC(Cc1c[nH]c2ccccc12)C(=O)O (configuration not stated)	38	10	4	-2	-0.7	-12	-7	-16	-5
C=CCn1c(SCC(=O)NC23CC4CC(CC(C4)C2)C3)nc2cc(C(=O)O)ccc2c1=O	2	4	5	-5	0.9	17	-1	12	-5
CCOC(=O)c1nn(-c2ccc(Cl)cc2)c2nc(Nc3ccccc3)cc(=O)n12	-3	-1	4	-1	-3.7	-14	-5	-9	-18
Cc1ccc(NC(=O)C(C)N2CCCC2)cc1Cl (configuration not stated)	-1	5	3	-3	0.8	-1	-2	8	10
CC(C)n1c(SCc2ccc(Cl)cc2)nc2c1c(=O)[nH]c(=O)n2C	-1	2	2	0	0.8	0	-1	10	3
CCn1c(=O)cc(SCC(=O)N2CCN(C)CC2)c2ccccc21	2	1	5	-2	-0.2	-7	-3	2	1
O=C(c1cccs1)N1CCN(S(=O)(=O)N2CCOCC2)CC1	-1	1	1	-3	-2.0	-8	-9	9	-4
O=S(=O)(c1ccc(Oc2ncnc3scc(-c4ccccc4)c23)cc1)N1CCOCC1	0	7	8	1	0.2	-19	-11	4	-1
O=C(O)CCC(=O)OC1CC2CCC1C2 (configuration not stated)	0	-8	-2	-7	-0.7	8	-7	12	-6
O=[N+]([O-])c1ccc(NC(=S)N2CCN(c3ccc(F)cc3)CC2)cc1	0	-11	3	-2	-0.4	-7	-8	18	4

Rewritten field by field: part of the list above
CCOC(=O)c1nn(-c2ccc(Cl)cc2)c2nc(Nc3ccccc3)cc(=O)n12
- Runt-CBFb FRET: -3
- NPY-Y1 antag: -1
- BaF3 tox: 4
- Ba/F3 V617F tox: -1
- S1P4 agonist: -3.7
- NPY1 pot ag: -14
- RBBP9 inh: -5
- NPY2 pot ag: -9
- S1P4 antag: -18
Cc1oc(-c2ccccc2)cc1C(=O)NC(Cc1c[nH]c2ccccc12)C(=O)O (configuration not stated)
- Runt-CBFb FRET: 38
- NPY-Y1 antag: 10
- BaF3 tox: 4
- Ba/F3 V617F tox: -2
- S1P4 agonist: -0.7
- NPY1 pot ag: -12
- RBBP9 inh: -7
- NPY2 pot ag: -16
- S1P4 antag: -5

Remaining list, next part
SMILES	Runt-CBFb FRET	NPY-Y1 antag	BaF3 tox	Ba/F3 V617F tox	S1P4 agonist	NPY1 pot ag	RBBP9 inh	NPY2 pot ag	S1P4 antag
CC(Sc1n[nH]c(N)n1)C(=O)C12CC3CC(CC(C3)C1)C2 (configuration not stated)	0	-1	0	0	-2.3	-11	-12	-8	0
N/C(Cc1cccs1)=N\OC(=O)COc1ccc(Cl)cc1Cl	-2	5	2	-2	-0.7	-11	0	-18	-7
O=C(NCCC1=CCCCC1)c1ccc2c(c1)N(Cc1ccccc1)C(=O)CS2	-3	12	11	6	1.2	-37	-6	-3	2
O=C(CN1C(=O)CSC1=O)Nc1ccc(N2CCOCC2)cc1	1	0	5	-3	0.0	1	-1	-2	0
Cc1ccc(C2=CSC3=NS(=O)(=O)CCN23)cc1C	-3	-2	3	-4	-0.5	1	-3	2	-4
O=C(NCc1ccccn1)c1n[nH]c2ccccc12	0	5	3	0	-1.0	-3	-1	1	9
CC(C)NC(=O)c1ccccc1NC(=O)CN(c1ccc2c(c1)OCO2)S(C)(=O)=O	0	-5	7	3	0.1	-6	-11	-19	-4
Cc1nnsc1Sc1ccccc1	1	5	6	-2	0.2	4	9	-6	2
O=C(OC1CCCCC1=O)c1cccc(S(=O)(=O)NCc2ccccc2)c1 (configuration not stated)	1	-5	7	3	-1.7	27	-2	-7	6
Cn1c(SCC(=O)Nc2ccc(N3CCOCC3)c(Cl)c2)nnc1C(O)c1ccccc1 (configuration not stated)	0	2	8	4	-0.8	-16	-3	-3	-18
Cc1csc(=Nc2ccccc2)n1C	3	-4	4	0	1.6	14	-4	10	-12
COc1ccc(-c2nc(C)sc2CC(=O)O)cc1OC	1	-1	0	0	0.8	0	-1	8	-10
COc1ccccc1OCCC(=O)O	0	-1	5	1	-0.3	-10	-7	-8	-10
O=C(O)COc1ccccc1/C=N/NC(=O)CSc1nnc(SCc2cccc3ccccc23)s1	-4	.	-1	-3	-0.3	11	6	-5	13
Cc1ccc2c(c1)c(N=O)c(O)n2Cc1ccc(Cl)cc1	-2	1	9	4	0.0	-5	-46	-26	2
CN1/C(=C\C=Nc2ccc3ccccc3c2)C(C)(C)c2ccccc21	.	-1	42*	48*	1.9	1	0	7	-10
COCCn1c(SCC(=O)N2CC(=O)Nc3ccccc32)nc2ccccc2c1=O	1	7	6	3	-1.2	9	-1	-6	-12
O=C(CCNC(=O)c1ccccc1Cl)Nc1cccc(C(F)(F)F)c1	-1	0	7	3	0.2	-14	-8	12	-29
O=C(NCc1ccccn1)c1cccc(NS(=O)(=O)c2ccccc2F)c1	-3	1	5	-2	-0.4	7	2	3	-3
CCN(CC)CCCOc1ccc(Cl)c(Cl)c1	0	6	7	0	-0.1	-1	-1	-11	-7
O=C(NCc1ccccc1)NC1(C(=O)N2CCOCC2)CCCCC1	-1	1	-1	1	1.4	1	4	-3	5
O=C(CN1CCCCC1)N/N=C/c1cc2ccccc2nc1Cl	1	2	4	-2	0.1	3	5	6	4
O=C(Nc1nccs1)c1ccccc1[N+](=O)[O-]	1	5	4	-3	0.4	3	-12	-3	-11
O=[N+]([O-])c1cccc2c(Cl)ccnc12	1	-2	1	-5	0.5	2	-3	2	-14
O=C(O)c1ccccc1CSc1ncccc1C(=O)O	0	14	2	1	1.4	-4	-4	-4	9
COc1ccc(-c2cc(C(=O)NNC3=NCCC3)c3c(C)nn(-c4ccccc4)c3n2)cc1	0	0	4	0	0.1	2	2	2	-2
Cc1ccc(NC(=O)Nc2cccc([N+](=O)[O-])c2)cc1F	-1	-3	6	1	3.3	31	-14	32*	-4
O=C(Nc1ccc(Br)cc1F)C1CCCO1 (configuration not stated)	-2	-1	2	-6	0.2	-4	4	-6	-4
O=C(CNC(=O)c1ccco1)NCC(=O)OCc1cccc(Cl)c1	0	-2	6	-2	0.3	11	-7	-13	-13
CCCOc1ccc(C2C(C#N)=C(N)Oc3nc[nH]c(=O)c32)cc1OC (configuration not stated)	0	0	5	1	1.3	-7	-7	-12	-4
CCOc1ccc(C(=O)N(CN2CCCC2=O)c2cccc(Cl)c2)cc1	-2	4	4	1	-0.6	7	-2	8	-4
O=[N+]([O-])c1cccc(S(=O)(=O)N2CCC(c3nc(-c4ccncc4)no3)CC2)c1	1	-3	4	2	0.9	8	8	-3	-4
Cn1c(=O)c2c(SCC(=O)N3CCOCC3)nc(C3CC3)nc2n(C)c1=O	2	-1	3	-3	-2.9	4	-5	6	-2
CCn1ccnc1CNCc1cn(-c2cc(C)ccc2C)nc1-c1ccccc1	.	2	8	2	-0.7	-18	-9	2	-6
COc1ccc(-n2ncc3c(NCCN4CCOCC4)ncnc32)cc1	0	4	5	2	2.0	11	-14	-1	6
Cc1nc(=O)c(-c2ccccc2)c(C)n1CCCCCC(=O)O	0	-5	4	-4	-2.2	1	2	5	-10
N/C(Cc1ccc([N+](=O)[O-])cc1)=N\OC(=O)c1ccc(Br)o1	0	-4	1	-4	1.4	-3	-1	5	-8
CC1N=C2c3ccccc3N=C(SCc3cc(=O)n4cc(Cl)ccc4n3)N2C1=O (configuration not stated)	2	3	8	1	-1.6	0	1	2	-1
COc1cc(/C=N/Nc2ccc(F)cc2F)cc(OC)c1OC	4	-2	2	1	2.6	15	-3	-7	-7
CN1CCN(C(=O)c2cc(Cl)ccc2Cl)CC1	-1	-4	2	-2	-1.6	-1	-4	-6	5
O=C(Cc1csc(N2CCOCC2)n1)N/N=C/c1ccc(Cl)cc1Cl	-2	-4	4	0	-1.6	-37	-3	-30	-15
C=CCOC(=O)C1=C[C@H](c2csc3ccccc23)[C@@H](CCCO)[C@H](OCC)O1	-14	-4	1	-3	-0.2	8	-4	-6	16
CC1CCN(C(=O)c2ccc(CSc3nc4ccncc4n3Cc3ccc(F)cc3)cc2)CC1	-7	-1	5	-2	2.5	-20	4	2	4
CC(=O)n1nc(-c2ccco2)nc1N	4	-1	2	-1	-0.9	-1	-6	9	-10
COc1ccc(-n2nc([N+](=O)[O-])c(=NCc3ccco3)n2O)cc1	-3	6	5	4	-0.2	13	1	5	-30
O=C(NCC(=O)N(c1cnc2ccccc2c1)C(C(=O)NC1CCCC1)c1ccncc1)c1ccco1 (configuration not stated)	0	7	3	5	1.5	-3	-4	1	13
CCCCN(CC)Cc1ccc(CNC(=S)Nc2cccc(F)c2)o1	5	3	7	3	-0.2	-7	7	-3	3
Cc1c(C(=O)O)[nH]c2c1C(=O)CC(c1ccc(Cl)cc1)C2 (configuration not stated)	-2	6	8	0	-3.1	-27	2	-28	-7
COc1ccc(CNc2ncnc3c2[nH]c2ccccc23)cc1	-1	.	1	1	-0.1	-16	1	-26	0
COc1cc(C(=O)Nc2ccncc2)cc(OC)c1OC	-3	6	5	1	1.7	5	-5	-1	-4
O=c1[nH]c(CSc2nnc(-c3ccccc3)n2-c2ccccc2)nc2ccccc12	1	-2	4	1	1.4	2	-5	-12	4
O=C(CNC(=O)c1ccccc1F)Nc1ccccc1C(F)(F)F	-1	-5	0	-2	0.6	2	1	4	-8
CC(C)(C)c1ccc(OCc2ccc(C(=O)N/N=C/c3ccc([N+](=O)[O-])cc3)o2)cc1	-1	-6	3	2	-0.1	5	-8	4	-15
Cn1c(SCC(=O)c2ccc(F)cc2)nc2cccnc21	-2	6	-2	-4	1.9	13	-2	11	-9
O=C(c1cccnc1)N1CCC(Oc2ccc(C(=O)N3CCCCO3)cc2)CC1	-1	0	2	-5	-0.1	14	-5	1	-17
Cc1cc(NC(=O)CSc2nc(-c3ccco3)cc(C(F)(F)F)n2)no1	-1	13	5	61*	0.7	8	-6	-8	-8
CCn1c(SCC(=O)Nc2nc(C)cs2)nnc1-c1ccco1	1	-3	0	-2	1.1	0	0	0	-30
CCOc1ccc(-c2c[n+]3c(n2-c2ccccc2)CCCCC3)cc1	2	15	70*	89*	-1.4	-33	9	4	-8
Cc1cc2c3c(c1C)C(=O)C(=O)N3C(C)(C)CC2C (configuration not stated)	-1	6	5	-3	1.8	1	6	11	-10
